Source: PubChem BioAssay
SKN-1 block: blocks SKN-1 activity in C. elegans; C. elegans VP596 Pgst-4::GFP/RFP ratio, acrylamide-induced, 24 h; inhibition, % at 21.8 µM; 0.49% of 360,000 active; AID 624304;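 active = interference check ratio from 0.5 to 1.5 plus GFP to RFP signal ratio inhibition reaching or exceeding a fixed threshold, cut at about 30% in these data, passing the limit was not always enough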; also: some compounds called inactive have numbers as strong as hits
SUMO1 PPI mod: modulators of human SUMO1-mediated protein-protein interactions. AID 602429. inhibition, % at 20 µM. 0.33% of 360,000 active. SUMO1 binding to a labelled peptide, TR-FRET, 1 h; in the data active = inhibition above about 37%
Target sequence (P63165 whole entry, looked up): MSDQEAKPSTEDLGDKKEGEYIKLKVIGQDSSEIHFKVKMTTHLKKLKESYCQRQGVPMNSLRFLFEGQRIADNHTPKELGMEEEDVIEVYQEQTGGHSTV
MT1-MMP act inh: blocks activation of human MT1-MMP; HT1080 RFP-PRO-GFP cells, GFP/RFP ratio fluorescence, overnight; percent of plate control window, DMSO zero; GFP/RFP ratio change, % at 20 µM; 0.061% of 360,000 active; AID 651647;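 active = GFP/RFP ratio change of at least 30% with cell ATP level not reduced by more than half and red fluorescence within 50% of control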; also: strong numbers were not always called active
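Test system: HT1080 cells expressing an RFP-PRO-GFP fluorescent reporter construct / Compound dosing: single-point 20 µM compound, 1% DMSO / Schedule: cells overnight before dosing, compound overnight, 37 °C, 5% CO2 / Evaluation: GFP/RFP fluorescence ratio / Control set: DMSO and RFP-L50D-GFP cell wells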
Scp1 inh: Scp-1 (human) phosphatase inhibition; Q9GZU7; Recombinant Scp1, phosphopeptide, malachite green phosphate absorbance; inhibition, % at 20 µM; 0.88% of 340,000 active; AID 493091;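 active = inhibition above about 50% at 20 µM, limit read from the data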;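 also: plate controls were DMSO wells with enzyme for no effect and wells lacking enzyme for full effect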
Target sequence (Q9GZU7 76-261 limits assumed): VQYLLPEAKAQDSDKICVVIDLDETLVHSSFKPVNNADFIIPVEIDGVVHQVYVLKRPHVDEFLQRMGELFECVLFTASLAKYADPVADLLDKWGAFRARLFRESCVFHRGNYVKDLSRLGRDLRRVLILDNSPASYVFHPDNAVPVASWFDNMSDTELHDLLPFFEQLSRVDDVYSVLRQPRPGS
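Material – SCP-1 phosphatase catalytic domain, residues 76-261 · Buffer or medium – Acidic Tris acetate buffer with magnesium and detergent · Also added – Phospho 17-mer peptide substrate · Compound – single 20 µM dose, 1% DMSO · Times – 45 min room-temperature reaction, 5 min colour, 30 min stabiliser · Technique – Phosphate-binding colour reagent, absorbance read at 630 nm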
NRP1-CendR mod: NRP-1/CendR interaction modulation. inhibition, % at 25 µM. FAM-RPARPAR peptide binding to NRP-1, fluorescence polarization. 0.85% of 360,000 active;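 active = inhibition or corrected inhibition above about 18%, plus a signal ratio from 0.5 to 1.5, limit read from the data, passing the limit was not always enough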; also: strong numbers were not always called active
NadD inh: blocks S. aureus nicotinate mononucleotide adenylyltransferase. purified NadD enzyme, colorimetric absorbance read-out. inhibition, % at 20 µM. 0.78% of 360,000 active. AID 602399; in the data active = inhibition above about 26%; also: some compounds past the cut are filed as inactive
STEP inh: STEP (human) phosphatase inhibition | recombinant STEP, OMFP fluorogenic substrate, fluorescence | AID 588621 | inhibition, % at 20 µM | 0.25% of 360,000 active;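 active = inhibition at 20 µM, scaled per plate between control wells, above about 37%, limit read from the data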;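 also: 0% = DMSO with enzyme and substrate and 100% = substrate only without enzyme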
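System: STEP (striatal-enriched tyrosine phosphatase) enzyme, cell-free; medium: Bis-Tris pH 6.0 buffer with DTT, detergent; dosing: 20 µM, 1% DMSO; times: reaction 20 min, ambient temperature; detection: fluorescence, 480/540 nm; read-out basis: normalized % inhibition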
DNMT1 block: DNMT1 (human) enzyme inhibition; P26358; inhibition (reported as % activation of signal), % at 10 µM; 0.83% of 360,000 active; DNMT1 molecular beacon, Hinp1I cleavage, fluorescence; AID 588458; in the data active = inhibition above about 50%
LMPTP inh: LMPTP (human) inhibition; P24666; recombinant LMPTP-A, OMFP fluorogenic substrate, fluorescence intensity; inhibition, % at 20 µM; 0.22% of 360,000 active; AID 651560;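 active = compounds that cut the enzyme signal by at least half of the control window in the single-dose screen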;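 also: plate controls were DMSO wells with enzyme plus substrate for no effect and substrate without enzyme for full effect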
Target sequence (P24666 whole entry, looked up): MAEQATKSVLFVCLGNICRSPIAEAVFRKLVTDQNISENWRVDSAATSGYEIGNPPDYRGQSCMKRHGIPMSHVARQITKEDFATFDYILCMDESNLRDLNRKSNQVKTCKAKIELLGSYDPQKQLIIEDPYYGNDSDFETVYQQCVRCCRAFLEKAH
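Buffer or medium: Bis-Tris pH 6.0, DTT, detergent; Assay system: LMPTP-A enzyme; Quantity: 0.625 nM enzyme; Detection: endpoint fluorescence intensity; Times: 50 min dark incubation at room temperature; Controls: substrate-only low control, DMSO enzyme-plus-substrate high control; Doses: single 20 µM dose; Read-out: percent inhibition versus substrate-only and uninhibited controls; Reagent: 400 µM OMFP.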
Rpn11 block: inhibitors of human proteasome Rpn11. O00487. human 26S proteasome, Ub4-pepOG fluorescence polarization; 20S core pre-blocked with epoxomicin. calls only at 20 µM. 0.59% of 360,000 active. AID 588493;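 active = inhibition at 20 µM, scaled to each plate's controls, above about 33%, limit read from the data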
Target sequence (O00487 whole entry, looked up): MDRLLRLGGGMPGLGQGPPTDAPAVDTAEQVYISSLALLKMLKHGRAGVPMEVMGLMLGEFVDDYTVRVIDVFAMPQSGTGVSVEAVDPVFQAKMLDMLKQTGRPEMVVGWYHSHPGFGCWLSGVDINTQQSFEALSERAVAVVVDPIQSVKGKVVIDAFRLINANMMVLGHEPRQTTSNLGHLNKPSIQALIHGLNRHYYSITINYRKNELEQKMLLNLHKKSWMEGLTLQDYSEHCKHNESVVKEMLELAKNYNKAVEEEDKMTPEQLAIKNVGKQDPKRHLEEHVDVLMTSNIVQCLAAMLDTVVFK
The depositor's hits bear a star; i = inactive; . = no result given.

Every second line gives: Scp1 inh, Rpn11 block, SKN-1 block, SUMO1 PPI mod, DNMT1 block, NadD inh, MT1-MMP act inh, NRP1-CendR mod, STEP inh, LMPTP inh
> COc1ccccc1OCc1cc(C(=O)N2CCN(C)C(c3ccccc3)C2)no1 (stereo not drawn)
→ -2, i, 6, 3, -2, 3, -1, -6, -1, -0.3
> C/C=C/C(=O)OCC(=O)Nc1ccccc1Br
→ -4, i, 2, 7, -1, 1, -1, -5, -1, -2.2
> CC(C)N(C(=O)[C@H]1CC(CC(=O)NCCC2=CCCCC2)C(=O)N2CCc3c([nH]c4ccccc34)[C@]12C)C(C)C (stereo partly drawn)
→ 0, i, -13, 2, -7, -2, -12, 2, 1, 3.1
> O=C(/C=N/O)NCC1CCNCC1
→ -2, i, 3, -3, 1, -6, -2, -7, -5, -3.5
> COc1cc(NC(=O)C(C)C)ccc1NC(=O)c1cc2ccccc2o1
→ -6, i, 11, 1, -1, -11, 5, 14, 5, -0.7
> CCOc1ccccc1NC(=O)Cn1nnc(C(=O)NCCc2ccc(OC)c(OC)c2)c1N
→ -9, i, 4, 9, 12, 7, 2, 11, 0, 0.8
> O=C(NC1CCCC1)C(c1ccccc1)N(Cc1cccnc1)C(=O)Cc1cccs1 (stereo not drawn)
→ 10, i, -8, -2, 6, 1, 3, -7, 0, 0.3
> CC(C)N1CC(C(=O)Nc2cccc([N+](=O)[O-])c2)CC1=O (stereo not drawn)
→ 4, i, 3, -21, 0, -4, 0, -15, -5, 0.0
> COc1cc(NC(=O)CCn2c(=O)oc3ccccc32)cc(OC)c1OC
→ -4, i, -7, 0, 1, -2, 2, -3, -1, -0.4
> CC(C)(C)NC(=O)CN1C(=O)c2cccc3cccc1c23
→ ., i, 20, -16, -1, 2, 5, 9, -1, -0.7
> CS(=O)(=O)N(CCC#N)Cc1ccco1
→ -6, i, 1, -1, 2, -5, 1, 0, -2, -0.7
> CCC1CCCCN1C(=O)c1sc2ncnc(N(CC)CC)c2c1C (stereo not drawn)
→ 0, i, -9, 0, 1, 0, 1, 10, 2, -0.5
> CN(C)S(=O)(=O)c1ccc(N2CCN(S(=O)(=O)c3ccc(F)cc3)CC2)c(Cl)c1
→ -12, i, -2, 0, -4, -4, -27, -10, 3, 1.8
> CCNS(=O)(=O)c1ccc(NC(=O)Nc2cc(C)ccc2OC)cc1
→ -14, i, -7, 0, -1, -8, 1, 5, 3, 2.6
> COc1ccc(S(=O)(=O)N2CCSC2c2ccc(N)cc2)cc1 (stereo not drawn)
→ -1, i, 4, 26, 6, -1, 3, -10, 3, -0.9
> c1cc(-c2cc3nc(NCC4CC4)ccn3n2)ccc1OCCN1CCOCC1
→ ., i, -2, -5, -7, 0, 9, -5, -1, 0.4
> CCn1c(SCC(=O)N2CCCC2)nc2ccccc21
→ 2, i, 17, -6, 3, -8, -1, -8, -2, -0.6
> COc1ccc2nc(SCC(=O)Nc3ccccc3C#N)[nH]c2c1
→ -6, i, -12, -1, 0, -3, 7, -4, -1, -1.2
> O=C1CC(c2ccccc2)Cc2nc3ncnn3cc21 (stereo not drawn)
→ -7, i, 8, 11, 11, 4, -12, 7, 2, -1.0
> O=C(CNC(=O)Cc1ccccc1)NCC(=O)N1CCN(C(c2ccccc2)c2ccccc2)CC1
→ -4, i, -6, -1, -1, 0, -6, 9, 3, -0.5
> Cc1ccc(S(=O)(=O)Nc2cccc(C(=O)NCC(C)(C)N3CCOCC3)c2)cc1F
→ -6, i, 8, 1, -2, -5, 3, -8, -2, -1.0
> CCOc1ccc(Nc2nc(N)nc(CN3CCN(c4ccccc4F)CC3)n2)cc1
→ -2, i, -6, -2, -4, -3, 6, 13, -1, -1.0
> Oc1ccccc1/C=N/NC(=S)NCCc1ccccc1
→ -2, i, -1, -1, -2, -4, -1, -10, -4, 0.5
> O=c1c([N+](=O)[O-])cccn1Cc1cccc(Cl)c1
→ -7, i, -7, -25, -2, 3, 5, 6, 0, -0.9
> CCn1c(C(C)NC(=O)c2ccccc2C)n[nH]c1=S (stereo not drawn)
→ -8, i, 13, 0, -1, -3, 0, -10, 0, -2.6
> C/C(=C\C(=O)c1ccccc1)Nc1ccc(Br)c(Cl)c1
→ -7, i, 25, 0, -3, 10, -1, -7, 0, 2.9
> O=[N+]([O-])/C=C\c1ccc(N2CCCC2)c(F)c1
→ -2, i, 28, -5, 1, 8, -14, -58, 1, 2.6
> Cc1cc(S(=O)(=O)NC2CCCCC2)ccc1OCC(=O)NCc1ccccn1
→ 1, i, -20, -3, 2, 7, 8, 15, -1, 0.6
> COc1ccc(-c2nc(=S)[nH][nH]2)cc1OC
→ -4, i, -11, 5, 1, -2, 2, -4, 1, 0.2
> O=C1CC(N2CCC(c3nc4ccccc4s3)CC2)C(=O)N1Cc1ccccc1 (stereo not drawn)
→ -7, i, 9, -3, 5, 1, 1, -12, -2, -0.2
> CC(C)CCOc1ccc(C2(C)NC(=O)N(CN3CCOCC3)C2=O)cc1 (stereo not drawn)
→ 3, i, 2, -2, 2, -3, 3, -4, -4, -2.3
> CCOC(=O)C1=C(C)Nc2nnnn2C1c1ccc(OC)c(Br)c1 (stereo not drawn)
→ -9, i, -4, 2, 0, -1, 3, 1, 1, -6.2
> Cc1cccc(C)c1NC(=O)C(CCc1ccccc1)N1CCC(c2ccccc2)CC1 (stereo not drawn)
→ ., ., 10, -2, ., ., -9, 11, ., 5.1
> CCCCN(CC)CCCNC(=O)c1cc2c(-c3ccc(OC)c(OC)c3)nn(C)c2s1
→ -5, i, 8, 8, -3, -16, 9, 0, 4, 4.5
> O=S(=O)(NCCc1csc(-c2cccnc2)n1)c1ccc(Cl)s1
→ -11, i, 3, -6, -5, 4, -5, -12, -2, 2.9
> O=C(Nc1ccccc1)N1N=CCC1c1ccccc1 (stereo not drawn)
→ -10, i, 5, 1, 2, -6, -3, 16, 2, 0.1
> CCOC(=O)C1CCCN(C(=O)c2ccc3nc(-c4cccc(OC)c4)oc3c2)C1 (stereo not drawn)
→ -10, i, -6, 2, 0, -5, -1, 7, 0, -0.4
> O=S(=O)(Nc1nc2c(s1)CCCC2)c1ccc(F)cc1
→ -8, i, 17, 1, 0, 0, 8, -6, 2, 0.5
> Cc1cc(C)n(C(C)CC(=O)N2CCc3ccccc32)n1 (stereo not drawn)
→ -16, i, 2, 5, 1, -6, 1, 0, -3, -0.4
> CC1(c2ccccc2)NC(=O)N(CC(=O)Nc2cc(S(=O)(=O)N3CCOCC3)ccc2Cl)C1=O (stereo not drawn)
→ -1, i, -11, -1, -8, -10, 7, -11, -4, 0.4
> Cc1nc2ccccc2cc1C(=O)N(C)Cc1ccccc1
→ -9, i, 6, -1, 1, 3, 0, 0, 2, -0.3
> O=C1CN(S(=O)(=O)c2cc(Br)ccc2Br)CCN1
→ 0, i, 0, -3, 2, -9, 5, -4, -1, -1.2
> O=C(Nc1ccc(F)c(Cl)c1)C1CCCCC1
→ -14, i, 3, -1, 6, -4, 0, 4, 1, -0.7
> CC(/C=N/NC(=O)c1cc(-c2ccc(C)o2)[nH]n1)=C\c1ccccc1
→ -3, i, -6, -1, 8, 10, 0, 1, 2, 0.3
> CCc1ccccc1N(CC(=O)NC1CCCCC1)C(=O)CCC(=O)Nc1ccccn1
→ -6, i, 4, 2, -2, 1, 1, 14, -4, 0.5

4 entries drawn at random from those above:
Every second line gives: Scp1 inh, Rpn11 block, SKN-1 block, SUMO1 PPI mod, DNMT1 block, NadD inh, MT1-MMP act inh, NRP1-CendR mod, STEP inh, LMPTP inh
> Cc1cc(C)n(C(C)CC(=O)N2CCc3ccccc32)n1 (stereo not drawn)
→ -16, i, 2, 5, 1, -6, 1, 0, -3, -0.4
> Cc1cccc(C)c1NC(=O)C(CCc1ccccc1)N1CCC(c2ccccc2)CC1 (stereo not drawn)
→ ., ., 10, -2, ., ., -9, 11, ., 5.1
> CCCCN(CC)CCCNC(=O)c1cc2c(-c3ccc(OC)c(OC)c3)nn(C)c2s1
→ -5, i, 8, 8, -3, -16, 9, 0, 4, 4.5
> O=C(Nc1ccc(F)c(Cl)c1)C1CCCCC1
→ -14, i, 3, -1, 6, -4, 0, 4, 1, -0.7

Later entries
Every second line gives: Scp1 inh, Rpn11 block, SKN-1 block, SUMO1 PPI mod, DNMT1 block, NadD inh, MT1-MMP act inh, NRP1-CendR mod, STEP inh, LMPTP inh
> CCOC(=O)c1c(-c2ccc(-c3ccccc3)cc2)csc1NC(=O)CNCCN(C)C
→ -7, i, 52*, -144, 13, -4, 5, 9, 2, -5.3
> COc1ccc(-c2cc(-c3ccc(Cl)cc3)c(C#N)c(SCC(=O)O)n2)cc1
→ 33, i, 7, 9, 11, 13, 14, -90, 32, 8.2
> CNc1cc(N2CCN(S(=O)(=O)N(C)C)CC2)ccc1[N+](=O)[O-]
→ 3, i, 9, -28, 1, 3, 2, -1, 0, 1.9
> CC(C)(CNC(=O)Cc1ccc(Cl)cc1Cl)N1CCOCC1
→ -15, i, 4, 4, 1, -2, 3, 0, 0, -1.5
> Cc1nn(Cc2cccc(Oc3ccccc3)c2)c(C)c1NC(=O)NC12CC3CC(CC(C3)C1)C2
→ 1, i, -1, -7, -2, 21, -4, 10, 2, 3.4
> CCN(C(=O)c1cc2ccccc2oc1=O)c1ccccc1
→ -15, i, 16, -6, 0, -4, 0, -9, 3, -1.6
> Cc1nc2ccccc2c2oc(C(=O)N3CCc4ccccc4C3)cc12
→ 7, i, -7, 10, 1, 1, -4, -2, 2, 2.2
> O=C(CCc1cn2ccccc2n1)NC1CCCc2c1cnn2-c1ccccc1F (stereo not drawn)
→ -9, i, 14, 1, -2, -6, -1, -12, 0, 0.8
